# JMJD2C inh: inhibitors of human GASC-1 (JMJD2C) demethylase; inhibition, % at 2.35 µM; 330,000 tested, 0.069% active; Q9H3R0; GST-JMJD2C(1-420) H3K9me3 demethylation, DELFIA europium; AID 2099;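 active means more than half of a compound's replicate wells show inhibition beyond 50%, single wells judged on their own value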;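 further: signal counts dimethyl H3K9 product captured on neutravidin plate; 0% = median of DMSO wells and 100% = 0.3 times that DMSO median; strong numbers were not always called active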
# TPT1 inh: C. albicans TPT1 enzyme inhibition. recombinant caTPT1, FP RNA substrate dephosphorylation. AID 1962. 300,000 tested, 0.81% active. inhibition, % at 5 µM;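 active means inhibition above the mean of all tested compounds plus 3 SD, set per screening campaign, cut at about 24% in these data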;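 further: plate controls were DMSO alone for no effect and ferristatin control at 100 nM for full effect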
# LYPLA2 inh: blocks human lysophospholipase 2, a PME1 counter-screen; O95372; recombinant LYPLA2, FP-Rh probe fluorescence polarization; inhibition, % at 5.9 µM; 320,000 tested, 0.38% active;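 active means inhibition above the screen-wide mean plus 3 SD, limit set per campaign, cut at about 26% in these data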;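 further: 0% = LYPLA2 with DMSO and 100% = wells lacking LYPLA2 enzyme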
# Target sequence (O95372 whole entry, looked up): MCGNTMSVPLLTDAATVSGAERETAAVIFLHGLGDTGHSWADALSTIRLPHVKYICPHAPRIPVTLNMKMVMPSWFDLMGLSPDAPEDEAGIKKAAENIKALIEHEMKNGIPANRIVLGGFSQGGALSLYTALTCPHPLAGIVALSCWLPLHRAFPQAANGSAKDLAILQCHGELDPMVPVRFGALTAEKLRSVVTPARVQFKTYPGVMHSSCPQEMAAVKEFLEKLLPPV
# CTSL1 counter: blocks F. hepatica cathepsin L1 in PFM18AAP counter-screen; recombinant F. hepatica cathepsin L1, Z-Leu-Arg-MCA fluorescence; inhibition, % at 5.96 µM; 300,000 tested, 0.49% active; AID 1906;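 active means inhibition above the mean of all tested compounds plus 3 SD, set per screening campaign, cut at about 17% in these data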;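 further: 0% = plate median of test compound wells and 100% = 1 µM Z-Phe-Ala-diazomethylketone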
# PP1 inh: blocks human PP1-alpha phosphatase, a PP5 counter-screen; P62136; purified PP1alpha, OMFP fluorescence; inhibition, % at 6.7 µM; 320,000 tested, 0.9% active; AID 2235;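 active means inhibition above the mean inhibition of all tested compounds plus 3 SD, computed separately for each screening campaign, cut at about 15% in these data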
# Target sequence (P62136 whole entry, looked up): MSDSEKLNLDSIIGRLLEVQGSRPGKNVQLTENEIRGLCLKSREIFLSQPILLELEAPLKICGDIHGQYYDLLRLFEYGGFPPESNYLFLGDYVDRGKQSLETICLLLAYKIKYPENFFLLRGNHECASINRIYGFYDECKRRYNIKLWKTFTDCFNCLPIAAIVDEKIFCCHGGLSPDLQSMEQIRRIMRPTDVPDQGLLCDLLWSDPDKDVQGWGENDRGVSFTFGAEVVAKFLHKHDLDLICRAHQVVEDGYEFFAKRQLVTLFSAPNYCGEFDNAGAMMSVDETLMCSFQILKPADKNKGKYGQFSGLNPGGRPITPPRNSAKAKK
# HCV core dimer: blocks dimerization of HCV core protein; AID 1899; 300,000 tested, 0.33% active; inhibition, % at 5 µM; TR-FRET GST/Flag-core106 dimerization, 1536-well;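 active means inhibition above the mean of all tested compounds plus 3 SD, set per screening campaign, cut at about 45% in these data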
#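 Material: Tagged HCV core106 pair (GST and Flag) | Amount: GST-core106 13.5 nM, Flag-core106 17 nM | Medium: KF-containing HEPES buffer, pH 7.45, DTT, CHAPS, BSA | Reagent: Eu donor and XL665 acceptor anti-tag antibodies | Schedule: 4 h at 22.5 °C | Technique: Time-resolved FRET, ex 340 nm, em 617 and 671 nm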
# PP5 primary: blocks human protein phosphatase 5 activity. P53041. purified PP5c, OMFP substrate fluorescence. inhibition, % at 6.7 µM. 320,000 tested, 0.18% active. AID 1987;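 active means inhibition above the campaign's mean inhibition across all tested compounds plus 3 SD, cut at about 9.5% in these data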;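 further: 0% = DMSO only and 100% = 100 µM cantharidin control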
# Target sequence (P53041 whole entry, looked up): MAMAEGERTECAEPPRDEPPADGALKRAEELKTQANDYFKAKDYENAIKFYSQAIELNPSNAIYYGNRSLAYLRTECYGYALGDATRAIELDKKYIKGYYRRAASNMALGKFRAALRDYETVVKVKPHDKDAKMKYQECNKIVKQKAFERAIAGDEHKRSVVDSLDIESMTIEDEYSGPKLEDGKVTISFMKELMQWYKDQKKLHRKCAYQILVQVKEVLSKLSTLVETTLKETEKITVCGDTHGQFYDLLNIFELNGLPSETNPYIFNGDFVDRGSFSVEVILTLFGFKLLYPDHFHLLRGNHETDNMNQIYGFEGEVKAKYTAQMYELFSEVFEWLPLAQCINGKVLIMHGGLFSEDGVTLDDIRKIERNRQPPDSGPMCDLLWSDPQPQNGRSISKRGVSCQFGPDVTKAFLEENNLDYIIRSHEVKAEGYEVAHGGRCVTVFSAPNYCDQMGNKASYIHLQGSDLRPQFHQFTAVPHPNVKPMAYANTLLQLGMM
# PREPL inh: inhibits the human prolyl oligopeptidase-like enzyme | Q4J6C6 | inhibition, % at 5.96 µM | recombinant PREPL, fluorescence polarization activity-based probe | AID 2751 | 320,000 tested, 0.68% active; in the data active means inhibition above about 43%;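 further: 0% = enzyme with DMSO and 100% = wells lacking enzyme; many of its hits are not listed in these tables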
# Efflux pump inh: antifungal efflux pump inhibition, Nile Red retention; S. cerevisiae Candida pump triplex; 330,000 tested, 0.44% active; inhibition, % at 10 µM; AID 485275;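 active means plate passing quality check with inhibition over a set limit, or well fluorescence over plate mean plus 4 SD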;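 further: Nile Red retained in pooled yeast measured as flow cytometry median fluorescence; 0% = buffer negative control and 100% = Enniatin B positive control; higher means more Nile Red kept so more efflux inhibition; some compounds called inactive have numbers as strong as hits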
# Numbers without * were called inactive; . = no result given. The list is partial; the hit share may differ from the screen's.
SMILES	JMJD2C inh	TPT1 inh	LYPLA2 inh	CTSL1 counter	PP1 inh	HCV core dimer	PP5 primary	PREPL inh	Efflux pump inh
COc1ccccc1N1CCN(C(=S)Nc2ccc(S(=O)(=O)N3CCOCC3)cc2)CC1	-3	-4	6	3	-6	1	2.8	-1	0.1
COC(=O)C1C2CCC(C2)C1C(=O)OCC(=O)c1ccccc1 (stereo not given)	0	-3	10	-2	-1	1	-0.8	-4	-0.1
COc1ccc(S(=O)(=O)N2CCOCC2)cc1C(C)C	-2	0	2	3	4	-2	0.8	7	0.0
Cc1ccnc(NC(=O)C(C)N2C(=O)c3ccccc3S2(=O)=O)c1 (stereo not given)	-11	-3	1	2	-1	0	0.6	1	-0.1
CCCC1CC(C#N)N(N(C)C)C1=C(C#N)C#N (stereo not given)	-1	0	1	0	-2	3	2.5	0	-0.1
Cn1c(=O)n(Cc2ccccc2Cl)c(=O)c2c1[nH]c(=S)n2C	-6	0	4	-2	1	5	0.8	4	-0.1
Cc1noc(C)c1CN1C(=O)c2ccc([N+](=O)[O-])cc2C1=O	6	-3	-5	1	4	8	1.4	-4	-0.1
Cc1csc2cc(-c3cccc([N+](=O)[O-])c3)c(-c3cccc([N+](=O)[O-])c3)c[n+]12	-13	1	3	0	10	1	0.8	20	0.3
COC(=O)[C@H]1C[C@@H]1[C@H](NC(=O)[C@H]1C[C@@H]1[C@H](NC(=O)OCc1ccccc1)c1ccccc1)c1ccccc1	9	1	-6	4	1	6	4.0	13	0.4
COc1ccc(Cn2c(=O)[nH]c3cc(C(=O)N4CCN(c5ccccc5)CC4)ccc3c2=O)cc1	11	0	-5	1	-1	5	0.3	0	0.1
Cc1nc(S/C(=C/c2ccc(OCc3ccc(C(=O)O)cc3)cc2)C(=O)O)n[nH]1	5	1	12	4	11	-1	-1.4	11	0.4
COc1ccc(-c2ccc(NCCN3CCOCC3)nn2)cc1OC	1	1	0	-5	1	-9	1.4	2	0.0
Fc1cc(Br)ccc1NC(=S)NCCc1ccccc1	9	1	2	-1	2	1	5.4	1	0.1
COc1cc(C)c(S(=O)(=O)n2c([N+](=O)[O-])cnc2C)cc1C	-10	2	-6	1	1	4	0.9	-5	0.1
CCN1CCN(c2cc(C)c3cc(NC(=S)N4CCCCC4)ccc3n2)CC1	-18	0	7	-1	-3	-2	3.4	11	-0.1
COc1ccc(S(=O)(=O)N2CCN(CC(O)COc3ccc(CC#N)cc3)CC2)cc1OC (stereo not given)	-1	1	4	1	0	12	-1.4	1	0.5
Cc1cc(C)nc(SCC(=O)n2c3c(c4ccccc42)CCCC3)n1	0	-1	5	2	-3	9	1.0	-3	-0.1
COc1ccc(NC(=O)CN(C)C(=O)/C=C/c2cn(-c3ccccc3)nc2-c2cccs2)cc1	52	3	-45	-2	-6	6	-0.5	-8	0.3
O=C1CCCN1c1ccc(CNS(=O)(=O)c2ccc(F)cc2)cc1	2	-1	-4	1	0	0	-0.4	14	0.0
CC(=O)Nc1ccc(OS(=O)(=O)c2ccc(C(C)(C)C)cc2)cc1	18	-4	-3	0	0	5	2.0	-13	-0.1
COC(=O)c1nc2nc(-c3cccs3)cc(C(F)(F)F)n2n1	-39	1	4	3	0	-1	4.2	-1	-0.1
CCOC(=O)c1cc(CC)sc1NC(=O)CN1CCN(C(=O)c2ccco2)CC1	14	1	-2	0	-3	20	1.4	17	-0.2
COc1ccc(NC(=O)CNCCC2=CCCCC2)cc1	-9	-1	2	7	-1	-4	3.3	3	0.1
CCCc1c(C)nn(-c2ncccc2[N+](=O)[O-])c1C	-15	-2	8	0	0	-3	-1.1	15	-0.2
C=CCC(CC=C)(NC(=O)c1ccccc1C(=O)O)c1ccccc1	5	0	5	1	-5	-4	0.0	0	0.2
CCOc1ccc(NS(=O)(=O)c2ccc(C(=O)N3CCC3)cc2)cc1	-9	1	-2	-5	-6	-9	-2.8	9	0.8
CCOc1ncccc1C(=O)OCC(=O)Nc1ccc(C(C)C)cc1	-13	0	4	-3	-1	-14	3.0	12	-0.3
CN(CCC#N)S(=O)(=O)c1cc2c3c(c1)CCN3C(=O)CC2	-8	-2	0	2	-6	0	1.9	5	0.2
CSc1ccccc1C(=O)OCC(=O)NC1CCS(=O)(=O)C1 (stereo not given)	14	0	-3	0	-2	0	2.0	1	0.0
CCC(=O)Nc1cccc(-c2nnc(SCC(=O)NCc3ccco3)n2C)c1	-18	-2	-1	-4	-2	1	-0.2	-7	-0.1
CC(NC(=O)/C(=C\c1ccco1)NC(=O)c1ccco1)C(=O)O (stereo not given)	-7	-6	6	2	-2	2	1.5	-8	-0.1
CCN(c1ccccc1)S(=O)(=O)c1cccc(C(=O)NCc2cccnc2)c1	-3	2	3	-3	-8	-4	3.0	-4	-0.1
Cc1ccc(-n2c(=O)cc(N3CC(C)CC(C)C3)[nH]c2=O)cc1 (stereo not given)	-1	5	0	1	-6	2	3.1	9	0.3
CCc1[nH]nc(C(=O)N/N=C/c2ccncc2)c1C	-16	-2	0	0	-6	3	-1.6	4	-0.3
O=C(c1ccc(C(F)(F)F)cc1)C1CCCN(C(=O)c2cnccn2)C1 (stereo not given)	-2	-1	3	0	1	-1	-0.7	3	-0.1
CCOc1ccc(C2CC(c3ccc(F)cc3)n3ncnc3N2)cc1 (stereo not given)	-4	1	-3	-2	-4	4	2.4	-25	0.4
O=C(N[C@@H](Cc1ccccc1)C(=O)NCCc1c[nH]c2ccccc12)c1ccco1	-1	-1	-6	1	0	-5	2.5	-2	-0.1
CCN(CC(=O)Nc1c(F)cccc1F)C(=O)CCN1C(=O)C2CC=CCC2C1=O (stereo not given)	-1	0	7	1	1	1	-2.6	3	0.1
O=C(O)c1ccc(Sc2nnc(-c3cccc(Br)c3)o2)c([N+](=O)[O-])c1	5	-5	25	2	0	0	0.4	13	0.1
Cc1ccc(-c2csc(C(C#N)=C3CCCC3)n2)cc1	9	0	4	-2	-8	-1	-0.2	-6	0.0

# Shown with values under each structure: two of the compounds above
# Sequence of screens – JMJD2C inh, TPT1 inh, LYPLA2 inh, CTSL1 counter, PP1 inh, HCV core dimer, PP5 primary, PREPL inh, Efflux pump inh
CCC(=O)Nc1cccc(-c2nnc(SCC(=O)NCc3ccco3)n2C)c1
    -18, -2, -1, -4, -2, 1, -0.2, -7, -0.1
C=CCC(CC=C)(NC(=O)c1ccccc1C(=O)O)c1ccccc1
    5, 0, 5, 1, -5, -4, 0.0, 0, 0.2

# (cont.)
SMILES	JMJD2C inh	TPT1 inh	LYPLA2 inh	CTSL1 counter	PP1 inh	HCV core dimer	PP5 primary	PREPL inh	Efflux pump inh
Cc1ccc(Cl)cc1N(Cc1ccc(C(=O)NCc2cccnc2)cc1)S(=O)(=O)c1ccccc1	4	1	-6	-1	6	-3	6.0	-34	0.0
O=C(N/N=C/c1cccs1)c1cccc(NC(=O)c2ccccc2Cl)c1	-3	0	-4	8	1	7	1.0	6	0.1
CCOC(=O)c1cccc(NC(=O)C2CCCN(S(=O)(=O)c3c(C)nn(C)c3C)C2)c1 (stereo not given)	-11	0	5	0	-2	-2	1.3	0	0.2
CCCC1(C(=O)OC)NC(c2ccc(OC)cc2OC)C2C(=O)N(c3cccc(C(C)=O)c3)C(=O)C21 (stereo not given)	-1	0	4	1	-3	6	1.3	-1	0.0
O=c1cc(CSc2ccc(Cl)cc2)nc(N2CCCCC2)[nH]1	7	2	-4	2	0	-3	2.6	12	0.1
COc1cccc(-c2nc(CS(=O)CC(=O)NCc3ccc(F)cc3)c(C)o2)c1 (stereo not given)	-1	-3	11	-1	-1	-8	0.1	7	0.5
O=C(Cn1cnc2ccccc2c1=O)Nc1ccc(S(=O)(=O)N2CCOCC2)cc1	-23	0	-5	-3	-3	-2	2.8	4	0.2
COc1ccc(CN(CCCN2CCOCC2)S(=O)(=O)N(C)C)cc1OC	-1	-6	2	-2	2	-3	0.7	8	-0.1
Cc1nc(SCC(=O)Nc2nnc(C(C)C)s2)n[nH]1	-8	-3	-4	1	-1	9	-0.8	-5	-0.1
O=C(NCc1cccs1)C(=O)NCC1OCCCN1S(=O)(=O)c1cccs1 (stereo not given)	-6	-1	3	-1	1	11	0.9	-10	0.1
Cc1ccc(S(=O)(=O)C(NC(=O)c2ccccc2)=C(Cl)Cl)cc1	0	4	-1	6	0	14	2.0	10	0.5
O=S1(=O)C=C(Sc2nnc(-c3ccccc3)o2)c2ccccc21	4	-1	-1	3	-2	-2	-3.1	2	-0.2
O=C(C[n+]1ccc(-c2nnc3n2CCCCC3)cc1)c1ccc(Cl)cc1	-44	-3	12	1	-3	-4	-0.3	17	-0.3
CCC1Nc2ncnc(N3CCOCC3)c2N(Cc2ccc(C)cc2)C1=O (stereo not given)	-3	0	5	0	0	-9	-0.5	3	-0.1
CC1(C)CC(=O)C2=C(C1)OC(N)=C([N+](=O)[O-])C2c1cccs1 (stereo not given)	2	-7	5	-4	1	-6	-4.6	-1	-0.1
CCS(=O)(=O)n1nc(C(=O)N2CCOCC2)nc1N	7	12	-2	-2	-2	4	-0.5	-2	-0.2
COc1ccc2c(CC(=O)N3CCN(S(=O)(=O)c4cccs4)CC3)coc2c1	-4	2	4	-3	12	4	2.1	-24	0.4
Cc1sc(NC(=O)/C=C/c2ccco2)c(C(=O)OC(C)C)c1C	13	-1	4	0	-3	0	3.1	6	0.2
COc1ccc(-c2c(C#N)c(N)nc3c2CCC3)cc1	0	4	2	-3	-3	3	-1.6	-3	-0.1
COCCn1c(N)c(N(Cc2ccccc2)C(=O)COc2ccccc2F)c(=O)[nH]c1=O	-8	.	1	.	-6	.	-0.3	2	-0.2
CC(C)c1ccc(Nc2ncccc2C#N)cc1	-5	-2	11	1	1	3	2.9	4	-0.1
C/C(=N\OC(=O)C1CC1)C1CC1c1ccc(F)cc1 (stereo not given)	-18	3	5	5	-4	1	0.8	8	0.6
Cc1cccc(C(=O)Nc2cccc(C(=O)N/N=C/c3cccc(C)n3)c2)c1	16	2	0	-3	-2	-1	1.0	-10	-0.3
CN1C(=O)CC(P(=O)(c2ccccc2)c2ccccc2)N(C)C1=O (stereo not given)	3	2	1	0	0	-4	2.2	-5	0.0
O=C1C(=O)N(CC2CCCO2)C(c2ccccc2[N+](=O)[O-])/C1=C(/O)c1ccccc1 (stereo not given)	-10	-3	-4	-3	-4	-9	-0.2	-1	1.4*
Cc1ccc(C)c(S(=O)(=O)N2CCN(CC(=O)N3CCc4ccccc4C3)CC2)c1	8	-3	9	1	5	2	0.7	-7	0.0
O=C1Nc2ccccc2C(O)(C(=O)NCc2ccc3c(c2)OCO3)N1c1ccc(Cl)c(Cl)c1 (stereo not given)	0	-7	-2	-6	-4	5	0.9	-8	0.2
CSc1nsc(SC)c1C(=O)N1CCN(S(=O)(=O)c2ccc(C)cc2)C1C (stereo not given)	-6	-3	3	5	0	6	1.2	4	-0.1
O=C(O)CC1(CC(=O)NCc2ccc(-c3cccs3)cc2)CCCCC1	-6	2	2	6	1	6	0.1	16	0.3
Cc1[nH]c(=O)[nH]c(=O)c1Sc1ccccc1[N+](=O)[O-]	-2	0	-4	-4	4	-7	0.0	0	-0.1
Cc1nn(Cc2ccc(F)cc2)c2sc(C(=O)Nc3nccs3)cc12	-15	-1	-4	4	2	9	2.3	-12	-0.1
